NALP1 yeast inh – NALP1 inflammasome inhibitors in reconstituted yeast, colorimetric, S. cerevisiae, triplicate retest; AID 2071, 2009; inhibition, % at 10 µM; hit rate 0.61% among 280,000; S. cerevisiae NALP1/ASC/caspase-1 growth, X-gal OD620, 72 h; in the data active = inhibition mostly above about 24%, no sharp cut-off; inactive = mostly below about 32%; note: some compounds called inactive have numbers as strong as hits
OXTR ag – human OXTR agonists, primary screen, fluorescence, CHO-OTR cells, Fluo-8 calcium | AID 2435, 2010 | hit rate 0.32% among 320,000 | Fluo-8 calcium fluorescence; normalized: DMSO 0%, oxytocin 100% | Oxytocin receptor (Homo sapiens), P30559 | activation, % at 3 µM;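 active = activation above the mean of all tested compounds plus 3 SD, cutoff set per screening run, cut at about 20% in these data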;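 note: peak over basal fluorescence ratio from a 100 s FLIPR kinetic read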
Target sequence (P30559 whole entry, looked up): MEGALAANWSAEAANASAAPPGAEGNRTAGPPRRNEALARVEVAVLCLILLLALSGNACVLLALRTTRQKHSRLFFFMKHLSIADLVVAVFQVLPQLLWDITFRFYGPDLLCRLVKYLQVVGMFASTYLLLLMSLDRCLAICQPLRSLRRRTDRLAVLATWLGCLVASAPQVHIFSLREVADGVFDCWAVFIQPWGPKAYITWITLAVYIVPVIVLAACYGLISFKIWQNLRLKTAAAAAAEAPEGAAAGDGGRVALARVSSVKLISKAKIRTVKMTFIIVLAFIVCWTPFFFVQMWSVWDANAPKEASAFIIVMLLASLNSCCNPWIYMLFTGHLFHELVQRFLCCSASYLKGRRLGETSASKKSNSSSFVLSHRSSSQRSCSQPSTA
PHOSPHO1 inh – PubChem AID 1565 | inhibition, % at 13.3 µM | hit rate 1.1% among 290,000 | Phosphoethanolamine/phosphocholine phosphatase (Homo sapiens), Q8TCT1 | recombinant PHOSPHO1, absorbance phosphatase assay; in the data active = inhibition above about 60%
MEKK3 PB1 HTS – modulators of MEKK3-MEK5 PB1 binding, primary screen, biochemical, wildtype MEKK3, multiplex bead flow cytometry, Alexa488-MEK5 | bead-based flow cytometry, Alexa488-MEK5 binding to MEKK3; actives lie on both sides; 0 = blocked by unlabeled MEK5, 100 = vehicle | binding response (% of control), % at 10 µM | hit rate 1.4% among 290,000;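 active = binding response more than 3 SD above or below the average of its plate-row segment, actives on both sides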;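 note: Alexa488 bead fluorescence after subtracting the streptavidin-only scavenger bead signal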
V1R ag counter – agonists of human V1a receptor, primary screen, counter-screen for OXTR agonist project, fluorescence, CHO-V1R cells; AID 2797, 2010; Vasopressin V1a receptor (Homo sapiens), P37288; hit rate 0.25% among 320,000; activation, % at 3 µM; Fluo-8 calcium fluorescence, agonist mode; 0% DMSO, 100% 3 nM vasopressin;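 active = activation above the mean activation of all tested compounds plus 3 SD, per screening run, cut at about 20% in these data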;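 note: signal is peak over basal fluorescence ratio across a 100 second FLIPR read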
Target sequence (P37288 whole entry, looked up): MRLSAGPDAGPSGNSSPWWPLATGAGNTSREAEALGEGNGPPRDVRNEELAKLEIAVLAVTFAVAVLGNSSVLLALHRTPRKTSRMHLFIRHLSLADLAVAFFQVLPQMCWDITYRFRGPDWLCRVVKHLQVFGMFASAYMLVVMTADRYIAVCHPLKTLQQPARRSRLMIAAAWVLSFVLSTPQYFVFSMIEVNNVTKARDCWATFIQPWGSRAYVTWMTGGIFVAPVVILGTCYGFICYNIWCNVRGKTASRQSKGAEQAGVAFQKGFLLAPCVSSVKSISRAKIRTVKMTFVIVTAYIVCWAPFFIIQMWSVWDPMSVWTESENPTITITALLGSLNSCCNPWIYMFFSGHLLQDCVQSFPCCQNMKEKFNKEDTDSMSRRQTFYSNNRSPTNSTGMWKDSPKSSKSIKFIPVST
GPR7 antag – GPR7 receptor antagonists, primary screen, cell-based, fluorescence, single concentration. hit rate 1.1% among 290,000. GPR7-expressing cells, fluorescence antagonist assay. AID 1861, 2009. inhibition, % at 4.4 µM. Neuropeptides B/W receptor type 1 (Homo sapiens), P48145; in the data active = inhibition above about 16%, passing the limit was not always enough;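 note: cells stimulated with the agonist NPW; 0% = agonist with vehicle and 100% = vehicle without agonist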
MEKK2wt PB1 HTS – modulators of MEK5 binding to wildtype MEKK2, primary screen, biochemical, multiplex bead flow cytometry, Alexa488-MEK5. Alexa488-MEK5 binding to MEKK2 WT; actives lie on both sides. Mitogen-activated protein kinase kinase kinase 2 (Homo sapiens), Q9Y2U5. binding response (% of control), % at 10 µM. hit rate 1.1% among 290,000. AID 1531, 2009; in the data active = binding response below about 67% or above about 130%
GalR3 antag – GalR3 antagonists in HEK293 cells, primary screen, cell-based, fluorescence readout. Galanin receptor type 3 (Homo sapiens), O60755. HEK293 GalR3-CNG cAMP membrane potential fluorescence; galR3 body fused to GalR1 C-terminus. hit rate 0.44% among 360,000. inhibition, % at 3 µM;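 active = inhibition above the screen-wide average plus 3 SD, cut at about 13% in these data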;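 note: forskolin and galanin both at EC90 stimulate the cells; cAMP rise reported by CNG channel membrane potential dye signal; 0% = forskolin plus galanin with DMSO and 100% = forskolin alone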
Target sequence (O60755 1-299 limits assumed): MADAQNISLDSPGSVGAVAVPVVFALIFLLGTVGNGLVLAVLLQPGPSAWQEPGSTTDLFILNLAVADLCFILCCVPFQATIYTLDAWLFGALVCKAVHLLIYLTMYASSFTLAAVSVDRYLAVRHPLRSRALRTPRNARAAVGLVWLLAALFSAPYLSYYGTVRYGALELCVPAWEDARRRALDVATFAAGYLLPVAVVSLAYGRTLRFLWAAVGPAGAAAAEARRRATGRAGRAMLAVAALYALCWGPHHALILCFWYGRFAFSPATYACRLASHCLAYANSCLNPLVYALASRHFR
MEKK2mut PB1 HTS – MEK5 binding signal on mutant MEKK2 PB1, primary screen, biochemical, multiplex bead flow cytometry, Alexa488-MEK5; AID 1530, 2009; hit rate 0.35% among 290,000; percent response, % at 10 µM; Alexa488-MEK5 binding to MEKK2 mutant; in the data active = percent response above about 24%, passing the limit was not always enough; note: inactives centre near 1; some results filed as inactive read as strong as hits; reference of the scale not given here
* marks the source's active call; other numbers are inactive results; . = no result given.

SMILES | NALP1 yeast inh | OXTR ag | PHOSPHO1 inh | MEKK3 PB1 HTS | V1R ag counter | GPR7 antag | MEKK2wt PB1 HTS | GalR3 antag | MEKK2mut PB1 HTS
COC(=O)/C(C#N)=C/c1c(N2CCN(c3ccc(OC)cc3)CC2)nc2c(C)cccn2c1=O | 26 | -2.4 | 11 | 102 | -0.9 | -3 | 95 | -6 | 1
Nc1nn(-c2ccccc2)c(N)c1N=Nc1ccc2c(c1)OCO2 | 24 | -2.2 | -3 | 94 | -0.3 | 24* | 90 | -6 | -4
COc1cccc(N(CC(=O)NCCSc2ccccc2)S(C)(=O)=O)c1 | 5 | -0.2 | -25 | 95 | 1.1 | 0 | 99 | -7 | 1
O=C(CCl)Nc1c[nH]c(=O)[nH]c1=O | -13 | . | 24 | 92 | . | -2 | 94 | 3 | -1
COc1ccc(C(=O)NC2CC2)cc1OC1CCN(C(C)CSC)CC1 (configuration not stated) | 19 | 0.2 | 14 | 97 | 1.2 | 8 | 94 | 3 | -1
CN(Cc1ccccc1)C(=O)c1[nH]cnc1C(=O)N[C@@H](Cc1ccccc1)C(=O)OCc1ccccc1 | 7 | -1.0 | 5 | 96 | 0.6 | -15 | 101 | . | 4
CCCN1C2CCCC1CC(NC(=O)c1ccc(F)cc1)C2 (configuration not stated) | -10 | 0.0 | 1 | 104 | 0.2 | -14 | 106 | 3 | 0
COc1ccc(N(C)S(=O)(=O)c2cccc(C(=O)NC3CCC(C)CC3)c2)cc1 (configuration not stated) | 0 | -1.9 | 24 | 105 | 0.3 | 40* | 94 | -5 | -7
CC(=O)N(c1ccc(Br)cc1)C1C=CS(=O)(=O)C1 (configuration not stated) | 29 | 0.4 | 6 | 108 | 0.3 | -17 | 110 | -2 | 5
CCOc1ccc(CNC(c2ccccc2)c2ccccc2)cc1 | 2 | -1.5 | -1 | 97 | 0.2 | -36 | 104 | -7 | 2
CCCN1CCC(=O)N(CCSc2ccc(OC)cc2)CC1 | -1 | 0.1 | 40 | 97 | -0.2 | . | 88 | -2 | -1
CN(C)c1nc(N)nc(CSc2nnnn2-c2ccc(C(=O)O)cc2)n1 | 50 | 0.4 | 12 | 106 | 0.2 | 5 | 101 | -6 | 3
O=C(CSc1nncc2ccccc12)N1CCCCC1 | -15 | 0.1 | 24 | 107 | 0.3 | 3 | 106 | -2 | 2
COc1ccc(C(=O)C2CCCN(Cc3cn[nH]c3-c3ccc(F)cc3)C2)cc1OC (configuration not stated) | -8 | 1.5 | -6 | 98 | 0.4 | 4 | 91 | -3 | -13
COC(=O)CN1C(=O)C2(OCCCO2)c2cc(Br)ccc21 | 2 | -0.5 | 4 | 96 | -0.5 | -10 | 98 | -8 | -1
CN(C(=O)CSc1nc2ccc([N+](=O)[O-])cc2s1)C1CCS(=O)(=O)C1 (configuration not stated) | . | 3.2 | 15 | 97 | 1.6 | -12 | 95 | -6 | -1
COc1cc(C2N(c3ccc(F)cc3)C(=O)C3CCCN32)cc(OC)c1OC (configuration not stated) | -17 | 1.1 | -3 | 101 | 1.6 | 9 | 90 | -3 | -1
O=C1c2cccc3c(N4CCOCC4)c([N+](=O)[O-])cc(c23)C(=O)N1c1cccc2ccccc12 | 18 | -1.2 | -2 | 99 | 0.0 | -4 | 97 | -2 | -2
Cc1cccc(NS(=O)(=O)c2cccc3cccnc23)n1 | 27 | 0.9 | 22 | 100 | 0.2 | 1 | 111 | 1 | 4
O=C(Nc1ccc2c(c1)OCO2)Oc1ccccc1 | 20 | 1.3 | 12 | 99 | 1.3 | -6 | 99 | -5 | 5
Cc1cccc(C)c1NC(=S)N(CCN(C)C)Cc1cccs1 | 8 | 0.1 | 7 | 104 | 1.2 | -17 | 103 | 3 | -1
O=C(NCCc1cccnc1)C1CCC(=O)N(Cc2cccc(C(F)(F)F)c2)C1 (configuration not stated) | 2 | -0.2 | 2 | 106 | 0.3 | -17 | 108 | -2 | 12
COC(=O)C1C2CCC(C2)C1C(=O)OCC(=O)c1ccc(C)cc1 (configuration not stated) | 5 | 0.9 | -7 | 96 | 0.3 | -1 | 92 | -5 | 0
C=CCn1c(SCC(=O)/C(C#N)=C(\C)N)nnc1C1CCCCC1 | -6 | 3.6 | 54 | 100 | 0.8 | 3 | 100 | -4 | 1
O=C(CCc1nnc(Cc2ccc3c(c2)OCO3)o1)NC(c1ccccn1)C(F)(F)F (configuration not stated) | 0 | -0.7 | 44 | 79 | -1.2 | 2 | 80 | -6 | -12

Filtered by structure: those above containing bromine.
SMILES | NALP1 yeast inh | OXTR ag | PHOSPHO1 inh | MEKK3 PB1 HTS | V1R ag counter | GPR7 antag | MEKK2wt PB1 HTS | GalR3 antag | MEKK2mut PB1 HTS
CC(=O)N(c1ccc(Br)cc1)C1C=CS(=O)(=O)C1 (configuration not stated) | 29 | 0.4 | 6 | 108 | 0.3 | -17 | 110 | -2 | 5
COC(=O)CN1C(=O)C2(OCCCO2)c2cc(Br)ccc21 | 2 | -0.5 | 4 | 96 | -0.5 | -10 | 98 | -8 | -1

More records follow:
SMILES | NALP1 yeast inh | OXTR ag | PHOSPHO1 inh | MEKK3 PB1 HTS | V1R ag counter | GPR7 antag | MEKK2wt PB1 HTS | GalR3 antag | MEKK2mut PB1 HTS
N#Cc1nc(COc2ccc(Br)cc2)oc1NCCCn1ccnc1 | 34 | 8.5 | 28 | . | 7.5 | 6 | . | -4 | .
COc1ccc(CN2CCN(C(=O)c3ccc(F)cc3)CC2)c(OC)c1 | 17 | 0.7 | 8 | 100 | 4.6 | -9 | 105 | -8 | 6
COc1cccc(CN(C)CC(=O)NCc2ccc(C)cc2)c1 | 12 | -1.3 | 42 | 105 | -0.8 | 1 | 110 | -15 | 6
Cc1cccc(NC(=O)CCn2ccnc2C)c1 | 3 | -0.1 | -1 | 99 | -0.8 | -1 | 103 | -2 | 3
CCc1ccc(NC(=O)CC2NCCNC2=O)cc1 (configuration not stated) | -4 | -0.7 | 9 | 98 | -0.7 | -2 | 99 | . | -1
Cc1c(NC(=O)C(C)OC(=O)/C=C/c2ccc3c(c2)OCO3)c(=O)n(-c2ccccc2)n1C (configuration not stated) | 4 | -1.4 | -4 | 88 | -0.9 | -14 | 90 | -6 | -7
O=C1CCC(c2ccccc2)(c2ccccc2)CC1 | 12 | -1.6 | 37 | 97 | -2.1 | -7 | 102 | -7 | 3
CCc1ccc(NC(=O)C(=O)NCCOc2ccccc2Cl)cc1 | 9 | -0.2 | 11 | 104 | -0.2 | -11 | 104 | -3 | 8
Cc1ccnc(NS(=O)(=O)c2ccc(NC(=O)C3C4C=CC(C4)C3C(=O)O)cc2)n1 (configuration not stated) | 6 | 1.5 | 35 | 94 | -0.4 | 10 | 90 | -6 | -16
Cn1cc(C(=O)C(=O)NC2CCCCC2)c2ccccc21 | 8 | -2.3 | 19 | 97 | -0.1 | -1 | 100 | -3 | 2
CC(OC(=O)c1ccc(NS(=O)(=O)c2ccc3[nH]c(=O)[nH]c3c2)cc1)C(=O)Nc1ccc(Cl)cc1 (configuration not stated) | 6 | -0.2 | -13 | 96 | 1.0 | 2 | 88 | -2 | -5
COc1cccc(Nc2nnc(SCC(=O)Nc3sccc3C(N)=O)s2)c1 | 7 | 4.1 | 62* | 98 | 5.5 | 12 | 91 | -6 | -3
O=C(CN1C(=O)C2CC=CCC2C1=O)NCc1ccc2c(c1)OCO2 (configuration not stated) | 8 | 0.1 | 30 | 96 | 0.7 | -1 | 97 | 1 | -6
CCC/C(=N\NC(=O)CCC(=O)NCc1ccccc1)c1ccccc1 | -2 | -1.9 | 13 | 94 | 0.5 | -4 | 93 | -6 | -3
O=C(NNC(=O)c1cccs1)Nc1cccc(Cl)c1 | 6 | -0.1 | 24 | . | 0.9 | 8 | . | -1 | .
COc1ccc(CCNC(=O)CCC(=O)n2ncc3ccc(Cl)cc32)cc1OC | -4 | 0.6 | 12 | 101 | 0.6 | 7 | 100 | . | 0
O=C(c1ccc(O)cc1)c1ccc(Cl)cc1 | 9 | 0.9 | 18 | 105 | 2.1 | 4 | 105 | -1 | 3
CCc1cc(C(=O)N2CCCC(C(=O)c3ccc(Oc4ccccc4)cc3)C2)n(C)n1 (configuration not stated) | 4 | 0.9 | 29 | 99 | 1.9 | -9 | 97 | -9 | -2
Cc1ccc(NC(=O)C2CCC(CNC(=O)[C@@H]3Cc4ccccc4CN3)CC2)c(C)c1 (some centres not stated) | 17 | 0.2 | 53 | 94 | 0.4 | -3 | 94 | -9 | -1
Cc1[nH]c(=O)[nH]c(=O)c1S(=O)(=O)N1CCCC(C(=O)NCCc2ccc(Cl)cc2)C1 (configuration not stated) | -17 | -0.1 | -4 | 84 | -0.9 | -8 | 92 | . | -13
CCSCCOC(=O)C1=C(C)NC(=O)NC1c1cccc(OC)c1OC (configuration not stated) | 23 | -0.1 | -2 | 93 | 0.1 | -2 | 95 | -8 | -2
N#Cc1cccc(CN2CCCN(Cc3ccc(F)cc3)S2(=O)=O)c1 | 5 | 1.0 | 46 | 108 | 5.3 | 20 | 111 | -11 | 8
CC(C)Cc1nnc(NC(=O)Cc2ccccc2[N+](=O)[O-])s1 | 0 | 9.2 | -4 | 103 | 3.6 | 4 | 104 | -2 | -1
Nc1ccc2c(c1)sc1ccccc12 | 21 | 1.1 | -10 | 95 | 1.1 | 0 | 95 | -4 | -1
CCCCC[C@H](O)/C=C/[C@@H]1[C@@H](C/C=C\CCCC(=O)OC)[C@@H](O)C[C@H]1O | 0 | 0.2 | 8 | 66 | 2.2 | -6 | 79 | . | 5

(cont.)
SMILES | NALP1 yeast inh | OXTR ag | PHOSPHO1 inh | MEKK3 PB1 HTS | V1R ag counter | GPR7 antag | MEKK2wt PB1 HTS | GalR3 antag | MEKK2mut PB1 HTS
Cc1ccc2c(c1)OC(=O)CC2c1ccccc1 (configuration not stated) | 6 | -3.0 | -12 | 99 | -0.7 | -13 | 99 | 4 | 1
O=C(Cn1cncn1)c1ccccc1 | 9 | 0.6 | 16 | 88 | 0.2 | -11 | 91 | -6 | -10
CCCCCCn1c(N(CC)CC)nc2c1c(=O)[nH]c(=O)n2C | -9 | -2.1 | 4 | 102 | -2.0 | 1 | 103 | -5 | 7
O=C(CCCN1C(=O)/C(=C\c2cccs2)SC1=S)Nc1ccc(O)cc1 | 6 | 3.9 | 42 | 97 | 9.4 | 6 | 93 | -9 | -7
O=C(CSc1nnc(CNc2ccc(F)cc2)n1Cc1ccccc1)NCc1ccco1 | 15 | 1.0 | 49 | 107 | 4.4 | -5 | 109 | -2 | 0
COC(=O)c1cc(CNC(=O)c2cccc(Cl)c2)ccc1OC | 34 | 0.3 | -26 | 99 | 0.2 | -10 | 94 | -4 | -13
COc1ccccc1CNC(=O)C1CCN(S(=O)(=O)c2cccc3nonc23)CC1 | 4 | 0.8 | 20 | 104 | 1.2 | -1 | 100 | -10 | 0

PHOSPHO1 inh, what is marked active above
structure | NALP1 yeast inh | PHOSPHO1 inh | MEKK3 PB1 HTS | GPR7 antag | MEKK2wt PB1 HTS | GalR3 antag | MEKK2mut PB1 HTS
COc1cccc(Nc2nnc(SCC(=O)Nc3sccc3C(N)=O)s2)c1 | 7 | 62* | 98 | 12 | 91 | -6 | -3

Bioassay records: PubChem BioAssay, several laboratories

No enrichment for hits; about 5.4% have a hit in one of these screens.
